Compound activity: PubChem BioAssay, NCI
yeast mec2-1: NCI yeast anticancer drug screen, S. cerevisiae mec2-1 strain. % growth inhibition at 50 µM. 79,000 tested, 9% active. AID 157;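 note: 0% = growth of vehicle-only cultures of the same strain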
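Each compound was tested on mec2-1 yeast, a strain altered in DNA damage repair or cell cycle control. Growth inhibition is reported relative to vehicle.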
rad50: NCI yeast anticancer drug screen, S. cerevisiae rad50 strain | 79,000 tested, 10% active | AID 155 | % growth inhibition at 50 µM;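 note: 0% = growth of vehicle-only cultures of the same strain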
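Cells are treated with compound, grown, and their growth is then scored against vehicle-only cultures of the same repair-deficient yeast strain.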
bub3: NCI yeast anticancer drug screen, S. cerevisiae bub3 mutant strain. growth inhibition, % at 50 µM. 78,000 tested, 9.9% active;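 note: 0% = growth of vehicle-only cultures of the same strain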
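Readout: yeast growth inhibition, expressed relative to vehicle-only wells. The test organism is a mutant strain from a panel with lesions in DNA repair or checkpoint genes.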
mlh1 rad18: NCI yeast anticancer drug screen, S. cerevisiae mlh1 rad18 strain; 79,000 tested, 11% active; AID 175; growth inhibition, % at 50 µM;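 note: 0% = growth of vehicle-only cultures of the same strain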
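Test agents were incubated with a yeast strain of defined genotype (DNA damage repair defect). Inhibition of growth was derived by comparison with vehicle-exposed cultures.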
yeast sgs1 mgt1: NCI yeast anticancer drug screen, S. cerevisiae sgs1 mgt1 strain; 78,000 tested, 10% active; growth inhibition, % at 50 µM;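 note: 0% = growth of vehicle-only cultures of the same strain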
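Yeast cells carrying a defined DNA-repair defect were exposed to test compounds. Growth inhibition was measured relative to vehicle-treated controls.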
cln2 rad14: NCI yeast anticancer drug screen, S. cerevisiae cln2 rad14 strain; AID 165; growth inhibition, % at 50 µM; 78,000 tested, 8.3% active;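 note: 0% = growth of vehicle-only cultures of the same strain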
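Growth of compound-exposed yeast (cln2 rad14 genotype) measured and expressed as inhibition relative to vehicle.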
Active calls of the source: *; . = no result given; & = joins results of further samples. Cut-off read from the data, not from the text of the source: active = growth inhibition above about 70%; inactive = the rest.

mol,rad50,cln2 rad14,yeast sgs1 mgt1,bub3,mlh1 rad18,yeast mec2-1
CCOC(=O)C(N)CCCCN (centres undefined),-8,-37,-10,-3,-4,-3
CN(C)Cc1cc(C(=O)O)ccc1O,10,-29,9,3,-1,13
N#CCCN(C(=S)Nc1cccc(C(F)(F)F)c1)C1CCCCC1,75*,41,82*,76*,61,75*
COc1ccccc1NC(=O)Oc1c(C(C)C)cccc1C(C)C,-5,-1,-4,20,-17,6
CCOc1cccc(N)c1,-69,-51,-55,-42,-80,-21
CN(C)CN1C(=O)S/C(=C2\C(=O)N(CN(C)C)c3ccccc32)C1=O,15,3,-9,-10,16,-2
CC=C1C(C(=O)O)C1C(=O)O (centres undefined),17,-23,-5,15,-4,21
Clc1ccccc1OCc1cnc[nH]1,-4,6,-15,-10,-9,-24
CC1c2ccc3ccccc3c2C(=O)c2cccc(Cl)c21 (centres undefined),0,-43,15,-6,-2,32
CC(O)CNC(=O)C(C)Oc1ccc(OCC2CCCCC2)cc1 (centres undefined),-3,-10,7,-54,-16,-13
COc1cc(Nc2nc3cc(C(F)(F)F)ccc3nc2-c2ccccc2)cc(OC)c1OC,15,-12,-26,-10,-24,-5
CC1=CC(=O)OC1=O,5,9,2,6,22,15

An excerpt of these results, as labelled records:
compound: COc1ccccc1NC(=O)Oc1c(C(C)C)cccc1C(C)C
  rad50: -5 | cln2 rad14: -1 | yeast sgs1 mgt1: -4 | bub3: 20 | mlh1 rad18: -17 | yeast mec2-1: 6

compound: CCOC(=O)C(N)CCCCN (centres undefined)
  rad50: -8 | cln2 rad14: -37 | yeast sgs1 mgt1: -10 | bub3: -3 | mlh1 rad18: -4 | yeast mec2-1: -3

compound: Clc1ccccc1OCc1cnc[nH]1
  rad50: -4 | cln2 rad14: 6 | yeast sgs1 mgt1: -15 | bub3: -10 | mlh1 rad18: -9 | yeast mec2-1: -24

compound: CC=C1C(C(=O)O)C1C(=O)O (centres undefined)
  rad50: 17 | cln2 rad14: -23 | yeast sgs1 mgt1: -5 | bub3: 15 | mlh1 rad18: -4 | yeast mec2-1: 21

Next part:
mol,rad50,cln2 rad14,yeast sgs1 mgt1,bub3,mlh1 rad18,yeast mec2-1
Cc1cc(S(=O)(=O)Nc2nncn2-c2ccc(Cl)cc2)c(S)cc1Cl,-5,-3,9,0,10,-2
O=C(O)c1c[n+]([O-])ccc1[N+](=O)[O-],-14,-11,-8,8,3,21
O=[N+]([O-])c1c(Cl)ccc2nsnc12,99*,99*,99*,99*,99*,99*
c1ccc(N(c2ccccc2)c2ccc3ccccc3c2)cc1,1,-58,-15,11,-33,-17
C/C=C(/CN/C(=C\[N+](=O)[O-])c1ccccc1)c1ccccc1,96*,75*,94*,93*,96*,95*
CCOP(=O)(OCC)C(c1ccccc1)P(=O)(c1ccccc1)c1ccccc1 (centres undefined),56,-23,23,24,24,8
COCCOCOc1ccc(OCc2ccccc2)cc1,18,5,19,34,14,6
C1=Nc2ccccc2Cn2nncc21,20,18,43,17,42,21
CC(/C=N/Nc1ccccc1)=N\N=c1/scc(-c2ccc(Cl)cc2)n1-c1ccc(Cl)cc1,22,0,14,11,28,5
COc1cc(NN=C(C#N)C#N)cc(OC)c1OC,32,13,12,22,36,52
Cc1ccc(/C=C/C(=O)c2cc(CN(C)C)c(O)c(CN(C)C)c2)cc1,42,56,-10,-3,1,-1
CCOC(=O)Nc1cc(Cl)c2[nH]cnc2n1,-14,-1,10,-1,-5,-14

Further compounds
mol,rad50,cln2 rad14,yeast sgs1 mgt1,bub3,mlh1 rad18,yeast mec2-1
CCCCCCOC(=O)C[n+]1cccc(C(N)=O)c1,3,-28,6,0,-4,-13
O=C1c2cscc2C(=O)c2c(OCc3ccccc3)ccc(OCc3ccccc3)c21,4,-5,-7,2,7,7
Cc1[nH]c2ccccc2c1C1=CC(=O)c2ccccc2C1=O,9,3,22,-1,14,18
Cc1ccccc1N=Nc1c(C)nn(C(N)=S)c1-c1ccccc1,95*,-4,95*,35,96*,57
CCCCNC(=S)NC1C2CC3CC(C2)CC1C3 (centres undefined),97*,92*,98*,90*,97*,99*
CCOC(=O)C1CSC(c2ccccc2)=N1 (centres undefined),9,-4,-2,-8,27,-4
c1ccc2c(c1)[nH]c1c(N3CCOCC3)nnc(N3CCOCC3)c12,35,35,78*,47,83*,44
N#Cc1ccc(Cl)cc1C#N,13,8,-2,14,-14,-5
COC1CCC(/C=C(\C#N)C2CCC(OC)CC2)CC1 (centres undefined),38,12,43,51,30,50
Cc1c(O)c(Br)c(C)c(O)c1Br (tested in a mixture with another compound),76*,1,81*,62,62,50
CN=C(NC(C)C)C(c1ccccc1)c1ccccc1,11,21,8,17,-6,-12
O=c1ccc2cc(Br)ccc2o1,7,-16,17,11,4,17

(further entries)
mol,rad50,cln2 rad14,yeast sgs1 mgt1,bub3,mlh1 rad18,yeast mec2-1
CC(C)(C)C1CCC2c3c([nH]c4ncccc34)C3C(=O)N(c4ccccc4)C(=O)C3C2C1 (centres undefined),20,-67,2,-33,-8,-6
CC(=O)c1c(O)c(C)c(O)c2c1OC1=CC(=O)c3c(C)noc3C12C (centres undefined),25,25,-3,13,54,26
CCCCCCCCCc1nc2ccccc2s1,-32,-18,-1,68,10,-13
C[CH2][Sn]([CH2]C)([O]C(=O)c1cc(OC)c(OC)c(OC)c1)[O][Sn]([CH2]C)([CH2]C)[O]C(=O)c1cc(OC)c(OC)c(OC)c1,1,22,24,9,61,13
CC(=O)CN(C)c1ccc(C(=O)O)cc1,-4,-4,-7,-10,20,-15
CCN1CCCC(C(=O)O)(c2ccccc2)CC1 (centres undefined),2,-39,-6,-1,2,-11
O=C(CC(C(=O)c1ccsc1)c1cccs1)c1cccs1 (centres undefined),51,36,57,60,34,14
CCNS(=O)(=O)NCC,-16,-11,-7,3,14,-2
O=C(O)c1cc(Br)ccc1OCc1ccc(Cl)cc1,44,79*,58,-2,53,51
CN1C(=O)N(C)C2(O)c3ccccc3C(=O)C12O (centres undefined),15,15,19,20,39,3
CN(C)CCC1(C2=CCCC2)CC/C(=C\c2ccc(Cl)cc2)C1=O (centres undefined),94*,92*,94*,92*,88*,94*
Cc1ccc(-n2nnc(-c3ccc(Cl)c(Cl)c3)n2)cc1,-31,-12,-4,-19,-32,-41

Full records, quoted from the list. Screens in order: rad50 | cln2 rad14 | yeast sgs1 mgt1 | bub3 | mlh1 rad18 | yeast mec2-1
Listed for C/C=C(/CN/C(=C\[N+](=O)[O-])c1ccccc1)c1ccccc1 = 96* | 75* | 94* | 93* | 96* | 95*
Listed for Cc1ccc(/C=C/C(=O)c2cc(CN(C)C)c(O)c(CN(C)C)c2)cc1 = 42 | 56 | -10 | -3 | 1 | -1

Continuation:
mol,rad50,cln2 rad14,yeast sgs1 mgt1,bub3,mlh1 rad18,yeast mec2-1
COc1ccccc1-n1cccc(C#N)c1=S,9,-2,9,0,8,7
Cc1ccc(S(=O)(=O)N2CC(O)C=Cc3ccccc32)cc1 (centres undefined),5,18,-4,5,10,-3
CCCN(CCC)CCC(=O)OCC,-18,.,.,.,-11,-29
CC(=O)OC1(C)C(=O)OC(=O)C1(C)OC(C)=O (centres undefined),15,-14,-7,0,14,5
COC(=O)C(C(=O)C(=O)Nc1ccc(Br)cc1)c1nc2ccc(Cl)cc2[nH]c1=O (centres undefined),-11,7,22,-2,3,-5
N#Cc1ccc(/C=C(/C(=O)c2ccccc2)c2ccccc2)cc1,7,7,0,-24,-3,-32
NC(=S)N/N=C1/CN(c2ccc(Cl)c(Cl)c2)CC(=O)C1c1nc2ccccc2s1 (centres undefined),49,26,53,-1,52,29
Cc1ccc(C(c2ccc(C)c(C)c2)C(O)C(O)C(O)C(O)CO)cc1C (centres undefined),-5,2,-3,-6,-18,-3
NC(=O)C(NCc1ccccc1)c1ccccc1 (centres undefined),-3,12,2,3,3,4
Nc1ccc(C(=O)O)cc1N,18,15,15,1,46,47
CCC(COC(=O)C(c1ccccc1)c1ccccc1)NC1CCCCC1 (centres undefined),27,15,45,6,28,14
NC1NCCC(=O)N1CCc1c[nH]c2ccccc12 (centres undefined),66,22,54,75*,54,55

Further results follow:
mol,rad50,cln2 rad14,yeast sgs1 mgt1,bub3,mlh1 rad18,yeast mec2-1
O=P(c1ccccc1)(c1ccccc1)c1ccccc1OCCOCCOc1ccccc1P(=O)(c1ccccc1)c1ccccc1,-7,-17,6,0,14,-4
CC(C)c1cccc(C(C)C)c1NC(=O)OCCN(C)C,-26,4,-2,-16,-9,-41
N=C(N)SCC(=O)c1ccc([N+](=O)[O-])cc1,-7,0,1,4,6,5
CCOC(=O)C(C)CC(C)C(=O)OCC (centres undefined),21,-3,-19,10,2,-26
CCOC(=O)c1csc(N)n1,-24,-40,-15,-10,-18,7
O=C(Cc1ccccc1)NC(=O)Nc1ccccc1,-8,0,-8,-3,0,-10
O=C1/C(=C/c2ccc(O)cc2)Oc2ccccc21,-38,7,-25,-2,-8,-17
CC1(CCCCl)OCCO1,-9,25,15,6,-15,-11
Clc1ccc(Nc2ncco2)cc1Cl,17,-1,31,1,17,-15
C[S+](C)C1(c2ccccc2)C(=O)c2ccccc2C1=O,77*,10,1,36,28,-12
Cn1cc([N+](=O)[O-])cnc1=O,0,-4,10,0,-5,9
N=C(N)SCCCCCSC(=N)N,4,-3,-5,-6,13,-12

(further entries)
mol,rad50,cln2 rad14,yeast sgs1 mgt1,bub3,mlh1 rad18,yeast mec2-1
N#CC1(C2CC(=O)N(c3ccccc3)C2=O)CCCCC1=O (centres undefined),10,-3,26,2,-7,-22
CN(C)/C=C/c1nnnn1-c1ccc(I)cc1,4,7,25,29,35,13
COc1cc2c(cc1OC)C(c1ccc([N+](=O)[O-])c(C)c1)=NCC2,28,15,40,19,0,-16
CCOC(=O)C(C(=O)OCC)C1(c2ccccc2)OC(=O)c2ccccc21 (centres undefined),1,19,53,9,-9,5
CCCCC(CC)COB(OCC(CC)CCCC)OCC(CC)CCCC (centres undefined),-41,-1,-22,-23,-24,-38
Cc1ccc(C)c(N(c2ccccc2[N+](=O)[O-])S(C)(=O)=O)c1,100*,99*,100*,99*,99*,99*
Oc1ccc(Cl)cc1CN1CCOCC1,31,22,36,13,34,12
COc1cccc(/C=N\c2nc(-c3ccccc3Cl)cs2)c1O,44,22,32,40,27,5
Cc1cc(C)c(-c2c(C)cc(C)cc2C)c(C)c1,3,-11,-4,4,1,2
O=S(=O)(NC1CCC(CC2CCCCC2)CC1)c1ccccc1 (centres undefined),81*,40,48,88*,82*,42
O=C1CSC(c2ccc([N+](=O)[O-])cc2)N1c1ccc(-n2c(-c3ccccc3)nc3ccccc3c2=O)cc1 (centres undefined),2,-10,15,30,13,-10
Cc1ccccc1CN(C)CCCO,4,-16,-17,-4,1,-13

Additional entries follow:
mol,rad50,cln2 rad14,yeast sgs1 mgt1,bub3,mlh1 rad18,yeast mec2-1
Cc1cccc(C(=O)OCC(=O)c2ccc(-c3ccccc3)cc2)c1,-20,-45,9,11,-6,-10
CC(C(N)=O)C(=O)c1ccccc1 (centres undefined),10,-7,-24,-21,0,-12
O=C1Nc2ccc(Br)cc2C1=Nc1ccc2c(c1)OCO2,-10,8,9,53,7,-6
N#C/C=C\c1ccc(C#N)cc1,28,7,20,25,20,-2
Cc1nc2ccccc2c(=O)[nH]1,9&20,5&-42,7&8,10&-6,24&22,15&-9
COc1ccc(C2CC(=O)c3c(O)cc(O)cc3O2)cc1O (centres undefined),14,8,21,40,11,10
O=C(/C=C/c1ccc(O)c(O)c1)OC1CC(O)(C(=O)O)CC(O)C1O (centres undefined) (tested in a mixture with another compound),-27,-17,-9,4,-12,-14
COc1cccc2c1CCc1sc(CN3CCN(C)CC3)nc1-2,9,5,2,-4,29,28
N#CC(C#N)C(C#N)c1ccc(Cl)c(Cl)c1 (centres undefined),100*,99*,100*,100*,99*,100*
COc1ccc(-c2cc(=O)c3cccc(CC(=O)O)c3o2)cc1,8,31,0,2,18,12
O=C(CS)Nc1ccc2ccccc2c1,4,-37,22,-8,-1,-1
COc1ccccc1-n1nnc2c(N)nc(N)nc21,7,4,-13,-22,-9,-12

Random excerpt: 2 records from the list.
mol,rad50,cln2 rad14,yeast sgs1 mgt1,bub3,mlh1 rad18,yeast mec2-1
Cc1nc2ccccc2c(=O)[nH]1,9&20,5&-42,7&8,10&-6,24&22,15&-9
COc1ccc(C2CC(=O)c3c(O)cc(O)cc3O2)cc1O (centres undefined),14,8,21,40,11,10

(continued)
mol,rad50,cln2 rad14,yeast sgs1 mgt1,bub3,mlh1 rad18,yeast mec2-1
CCC(=O)OCC(OC(=O)CC)c1ccccc1 (centres undefined),4,2,-16,4,8,-23
CC(C)S(=O)(=O)ON1C(=O)c2ccc(N(C)C)cc2C1=O,92*,95*,61,73*,97*,82*
CC(C)(C)C(=O)[CH-]C(=O)C(C)(C)C.CC(C)(C)C(=O)[CH-]C(=O)C(C)(C)C.CN(C)c1ccc([O-])cc1.CN(C)c1ccc([O-])cc1.[Ti+4],-21,12,-12,5,-11,-16
NNC(=O)c1c[nH]c2ccccc2c1=O,4,-21,1,5,5,13
